Assay outcomes from PubChem BioAssay.
AmpC det inh – Promiscuous and Specific Inhibitors of AmpC Beta-Lactamase (assay with detergent); P00811; purified AmpC, nitrocefin hydrolysis with detergent; Potency, µM (titrated, usually from 28.7 µM), for the others: top-dose activity change, negative = inhibition; 71,000 tested, 0.09% active; AID 584, 2007; active = well fitted curve in the direction sought with a large enough effect
Target sequence (P00811 whole entry, looked up): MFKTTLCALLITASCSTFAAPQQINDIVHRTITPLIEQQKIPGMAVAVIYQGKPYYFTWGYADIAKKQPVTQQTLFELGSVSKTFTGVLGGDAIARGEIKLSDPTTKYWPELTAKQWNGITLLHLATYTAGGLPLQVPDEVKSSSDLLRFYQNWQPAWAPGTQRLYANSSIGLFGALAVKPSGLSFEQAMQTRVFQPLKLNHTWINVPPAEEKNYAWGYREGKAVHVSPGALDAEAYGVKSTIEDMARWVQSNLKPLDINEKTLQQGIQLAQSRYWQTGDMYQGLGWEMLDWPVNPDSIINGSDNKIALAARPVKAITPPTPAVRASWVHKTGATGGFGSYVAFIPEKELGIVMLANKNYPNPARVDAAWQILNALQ
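E. coli AmpC (5.3 nM) in 20 mM phosphate pH 7.0 with 0.01% Triton X-100, preincubated 15 min RT with compound; nitrocefin (2 uL of 800 uM stock) hydrolysis followed by 480 nm absorbance every 20 s over 4 min.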
* = called active by the depositor; [ ] = another dose, or the depositor's remark. % is set by controls: 0 for no effect and ±100 for the full control effect; potency is the fitted concentration of half-maximal effect.

mol | AmpC det inh
C/C(N)=C(/C#N)C(=O)CSc1nnc(SCc2ccc(Cl)cc2)s1 | -4%
COC(=O)C(CCSC)NC(=O)CNC(=O)C1CCCCC1 (stereo unspecified) | 13%
CN(C)Cc1ccccc1-c1cncnc1NC1CC1 | 12%
O=C(NC1(C(F)(F)F)C(=O)Nc2c1c(=O)[nH]c(=O)n2Cc1ccco1)C1CC1 (stereo unspecified) | -1%
Cn1cnc2c(NC3CCCC3)ncnc21 | -3%
COc1ccc2cc(C(=O)N3CCCCCC3)sc(=O)c2c1OC | -3%
Cc1cc(C)n(-c2nc3ccccc3nc2N2CCN(C(=O)c3ccc(Cl)cc3)CC2)n1 | -6%
COC(=O)COc1ccc(S(=O)(=O)NCc2cccnc2)cc1C | 4%
O=C(Nc1ccc(N2CCOCC2)cc1)c1ccc2nc(-c3ccco3)c(-c3ccco3)nc2c1 | -6%
CCSc1nc(N2CCOCC2)c2ccccc2n1 | -1%
O=C(CN1C(=O)c2ccccc2S1(=O)=O)NC1CCCCCC1 | 9%
COc1ccc(C2C(C(=O)N3CCOCC3)c3ccccc3C(=O)N2c2ccc(OC)cc2)cc1 (stereo unspecified) | 0%
Cc1cc(NC(=O)CCS(=O)(=O)c2nc(-c3ccccc3)cc(C(F)(F)F)n2)no1 | -3%
CC(=O)O[C@H]1CC[C@@]2(C)C(=CC[C@@H]3[C@H]4CC[C@@H]([C@H](C)C(=O)O)[C@]4(C)CC[C@H]32)C1 | -6%[5.75 µM]
Cc1ccc(-n2c(Cc3cccn3C)nnc2SCC(=O)NCc2ccc3c(c2)OCO3)cc1 | -3%
COc1cccc(C2CC(c3ccc(F)cc3)Nc3nc(N)nn32)c1 (stereo unspecified) | 11%
CSc1ncnc2c1ncn2[C@@H]1O[C@@H](CO)[C@H](O)O[C@@H]1O | -7%[5.75 µM]
CCOc1ccc(OC(=O)c2cccnc2)cc1 | -2%
CCOC(=O)C1CCCN(Cc2nc(N)nc(Nc3ccc(C)cc3)n2)C1 (stereo unspecified) | -3%
COc1ccc2c(c1)c1nnc(SCC(=O)N3C(C)CCCC3C)nc1n2C (stereo unspecified) | 7%
CN1C(=O)C(Cc2cccc3ccccc23)C(=O)N(C)C1=O | 0%
O=C(OCCOCCN=C1NS(=O)(=O)c2ccccc21)C1CC(=O)N(c2ccccc2)C1 (stereo unspecified) | 9%
CC(=O)c1cnc2cc(-c3ccccc3)nn2c1C | 13%
COc1ccc(S(=O)(=O)Nc2cc(C)c(O)c(S(=O)(=O)c3ccccc3)c2)cc1 | 1%
COC(=O)NCc1cccc(CNC(=O)OC)c1 | -3%
CC1CCCCN1CCNC(=O)CC1Oc2ccccc2NC1=O (stereo unspecified) | 13%
O=C(Nc1cnn(Cc2ccc(Cl)cc2)c1)c1cnccn1 | -3%
CCOc1ccc(NC(=O)CCC(=O)n2nc(C)cc2C)cc1 | -1%
CC(C)CNS(=O)(=O)c1ccc(CCC(=O)N2CCOCC2)cc1 | -6%
CCC(C)(C(=O)NC1CCCCC1)N(C)C(=O)c1ccccn1 (stereo unspecified) | 0%
Cn1ncc(C#N)c1NC(=O)c1nn2cccnc2c1Cl | -3%
[O]=[Cd] | 12%
C=CCc1ccc(OCC(O)CN2CCCCC2C)c(OC)c1 (stereo unspecified) | 14%
CCOc1cc(C2NC(=O)NC(O)(C(F)(F)F)C2C(=O)c2ccccc2)ccc1OC (stereo unspecified) | 0%
Clc1ccccc1-c1nn2c(COc3ccccc3)nnc2s1 | -4%
CCN1CCN(c2ncnc3c2nnn3Cc2ccccc2)CC1 | -2%
COc1ccc(OC)c(NC2=NC3(CCCCC3)N=C(N)N2)c1 | -9%
Cc1noc(C(=O)Nc2c(C)n(C)n(-c3ccccc3)c2=O)c1Cl | 3%
Cc1nnc(N(C(=O)c2cnccn2)c2ccccc2)s1 | -1%
COC(=O)CC[C@@H](C(=O)O)N1C(=O)c2ccccc2C1=O | 0%
COc1ccc(C(=O)NCc2nnc(SCC(=O)Nc3cc(C)cc(C)c3)o2)cc1OC | -6%
O=C(NCc1ccccn1)c1ccc2ccccc2n1 | 13%
Nc1nc(SCC(=O)c2ccc(Br)cc2)c2[nH]cnc2n1 | -3%[5.75 µM]
O=S1(=O)c2cccc3cccc(c23)N1Cc1nnc(-c2ccccc2Br)o1 | -5%
CCOC(=O)/C=C/S(=O)(=O)c1ccc(NC(C)=O)cc1 | 8%
CCCCOc1ccc(CSc2nncn2N)cc1 | 13%
Cc1[nH]c2ccccc2c1CCC(N)=O | 0%
COc1ccccc1N1CCN(Cc2ccco2)CC1 | -1%
S=c1[nH]nc(-c2ccncc2)n1CC1CCCO1 (stereo unspecified) | -1%
CCNC(=O)N1CCNC(=O)C1CC(=O)Nc1ccc(C(=O)OCC)cc1 (stereo unspecified) | -4%

16 successive records already listed, for reference:
mol | AmpC det inh
C/C(N)=C(/C#N)C(=O)CSc1nnc(SCc2ccc(Cl)cc2)s1 | -4%
COC(=O)C(CCSC)NC(=O)CNC(=O)C1CCCCC1 (stereo unspecified) | 13%
CN(C)Cc1ccccc1-c1cncnc1NC1CC1 | 12%
O=C(NC1(C(F)(F)F)C(=O)Nc2c1c(=O)[nH]c(=O)n2Cc1ccco1)C1CC1 (stereo unspecified) | -1%
Cn1cnc2c(NC3CCCC3)ncnc21 | -3%
COc1ccc2cc(C(=O)N3CCCCCC3)sc(=O)c2c1OC | -3%
Cc1cc(C)n(-c2nc3ccccc3nc2N2CCN(C(=O)c3ccc(Cl)cc3)CC2)n1 | -6%
COC(=O)COc1ccc(S(=O)(=O)NCc2cccnc2)cc1C | 4%
O=C(Nc1ccc(N2CCOCC2)cc1)c1ccc2nc(-c3ccco3)c(-c3ccco3)nc2c1 | -6%
CCSc1nc(N2CCOCC2)c2ccccc2n1 | -1%
O=C(CN1C(=O)c2ccccc2S1(=O)=O)NC1CCCCCC1 | 9%
COc1ccc(C2C(C(=O)N3CCOCC3)c3ccccc3C(=O)N2c2ccc(OC)cc2)cc1 (stereo unspecified) | 0%
Cc1cc(NC(=O)CCS(=O)(=O)c2nc(-c3ccccc3)cc(C(F)(F)F)n2)no1 | -3%
CC(=O)O[C@H]1CC[C@@]2(C)C(=CC[C@@H]3[C@H]4CC[C@@H]([C@H](C)C(=O)O)[C@]4(C)CC[C@H]32)C1 | -6%[5.75 µM]
Cc1ccc(-n2c(Cc3cccn3C)nnc2SCC(=O)NCc2ccc3c(c2)OCO3)cc1 | -3%
COc1cccc(C2CC(c3ccc(F)cc3)Nc3nc(N)nn32)c1 (stereo unspecified) | 11%

Additional results follow:
mol | AmpC det inh
O=C1CC(c2ccc(F)cc2)CC(O)=C1C=NCCN1CCN(C(=O)Nc2ccccc2)CC1 (stereo unspecified) | -1%
CN1C(=O)CS(=O)c2ccc(C(=O)NCCC3=CCCCC3)cc21 (stereo unspecified) | 3%
CCn1cnc2c1c(=O)n(CC(=O)Nc1cc(C)on1)c(=O)n2Cc1ccccc1 | 20%
Cc1ccc2c(c1)nc(NCCO)n2C | 0%
COc1ccc(N2C(=O)C3CC(C)=C(C)CC3C2=O)c(OC)c1 (stereo unspecified) | -1%
Cc1ccco1 | 9%
CCCn1c(CN2CCCCC2C)nc2c1c(=O)n(C)c(=O)n2C (stereo unspecified) | 10%
CCOC(=O)CCCCC(=O)c1[nH]c(=O)[nH]c1CSc1nc(C)cc(C)n1 | -2%
Cc1onc(-c2c(Cl)cccc2Cl)c1C(=O)N[C@H]1C(=O)N2[C@H]1SC(C)(C)[C@H]2C(=O)O | 0.0025µM*
COc1cc2c(cc1OC)C(C(=O)N1CCN(c3ccccn3)CC1)C(c1cccs1)N(C)C2=O (stereo unspecified) | 6%
COc1ccccc1-c1nnc(SCC(=O)NCc2c(C)c(Cl)cc(C(C)C)c2O)o1 | 0%
CN(C)Cc1cc(O)c(O)c(CN(C)C)c1 | -6%[5.75 µM]
COc1ccc(NC(=O)CSc2nnc(-c3cccs3)n2-c2ccccc2)cc1 | -3%
COC(=O)c1ccccc1N | 8%
C[C@@H](Cc1cccc(C(F)(F)F)c1)NCCCc1ccccc1 | -1%
CCOc1ccccc1NC(=O)NC1(C(=O)N2CCOCC2)CCCCC1 | 10%
Nc1nnc(N2CCCCC2)s1 | 12%
CCOC(=O)c1cc2sc(C)cc2n1CC(=O)Nc1ccc2c(c1)OCCO2 | 0%
O=C(NC1C=CS(=O)(=O)C1)c1sc2ccccc2c1Cl (stereo unspecified) | -7%
CCCn1c(=O)c(C(=O)NCc2ccc(OC)c(OC)c2)c(O)c2ccccc21 | 12%
COC(=O)c1ccc(CSc2nc3ccccc3c(=O)n2Cc2ccco2)o1 | -2%
CCOC(=O)c1cnc(SC2CCc3ccccc3C2=O)nc1N (stereo unspecified) | 7%
COc1ccc(-n2c(=O)c(-c3cccs3)nc3cnc(OC)nc32)cc1 | 1%
CC(=O)OCCn1c(Br)nc2c1c(=O)[nH]c(=O)n2C | 1%
CCN(CC)S(=O)(=O)c1ccc(NCc2ccccc2)nc1 | 0%
CC1Cc2nc(SCC(N)=O)n(Cc3ccccc3)c(=O)c2S1 (stereo unspecified) | 11%
COc1cc(OC)cc(C(=O)N2CCN(Cc3ccccc3C(F)(F)F)CC2)c1 | -2%
Cc1ccc(-n2nnc3c(=O)n(CC(=O)N4CCC(C)CC4)cnc32)cc1 | -6%
COC(=O)c1cc(=O)[nH]c(=O)[nH]1 | -4%[5.75 µM]
COc1ccc(OC)c(NC2=NC3(CCCC3)N=C(N)N2)c1 | -1%
CCC(C)(C)NC(=O)C(OC(=O)c1cc2sccc2n1C)c1ccc(OC)cc1 (stereo unspecified) | -2%
COc1ccc(-c2noc(-c3ccccc3C(=O)NCc3ccco3)n2)cc1 | -5%
COc1ccc2c(c1)OC(O)(C(F)(F)F)CC2=O (stereo unspecified) | -2%
COc1cccc(N2CCN(c3ncccn3)CC2)c1 | 12%
O=C(Nc1cccc(Br)c1)c1cc2ccccc2o1 | -3%
CCCS(=O)(=O)N1CCCC(C(=O)NCCN(C)Cc2ccccc2)C1 (stereo unspecified) | 0%
COC(=O)[C@H](C)NC(=O)NCc1ccco1 | 0%
COc1ccc(Cl)cc1NC1=NCC(C)S1 (stereo unspecified) | -2%
Cc1ccc(C(=O)O)cc1S(=O)(=O)NCC1CCCO1 (stereo unspecified) | -4%
c1ccc2c(c1)oc1c(Nc3ccc(CN4CCOCC4)cc3)ncnc12 | -2%
Cc1noc(C)c1S(=O)(=O)N(CCc1ccccc1)Cc1ccccc1 | -2%
COc1cccc(-c2cc(C(=O)NC3CCCC3)no2)c1 | 2%
CC(=O)c1ccc(NC(=O)CSc2nc3nc(C)cc(C)n3n2)cc1 | 11%
COC(=O)[C@H](CCSC)NC(=O)Nc1ccc(OC)cc1 | -1%
CCOC(=O)N1CCN(C(=O)N2CCOCC2)CC1 | -3%
Cc1ccc(-n2c(SCC(N)=O)nnc2-c2ccccn2)cc1C | -3%
NCCNc1ncnc2ccc(Cl)cc12 | -2%[5.75 µM]
COc1ccc(NC(=O)N2CCC3(CC2)CCN(S(=O)(=O)c2ccccc2)CC3)cc1 | 1%
CS(=O)(=O)N1CCC2(CCCN(C(=O)Nc3ccccc3)C2)CC1 | -2%
CNP(=S)(NC)OCCOc1ccc(OC)cc1 | 10%

Other records:
mol | AmpC det inh
N#Cc1cccc(NC(=O)CC2CCCCC2)c1 | -1%
Cc1ccc(Cl)cc1N1CCN(C(=O)C2CCN(S(=O)(=O)c3cccnc3)CC2)CC1 | -2%
CCOC(=O)C1=C(CNCCc2ccc(Cl)cc2)NC(=O)NC1c1ccc2c(c1)OCO2 (stereo unspecified) | -2%
CCOC(=O)C1CCN(c2ncnc3c2oc2ccc(Cl)cc23)CC1 | 2%
O=P1(Nc2cccnc2)COc2ccccc2OC1 | -1%
CCOC(=O)c1sc(NC(=O)C(CC)Sc2nnc3c4ccccc4n(CC)c3n2)nc1C (stereo unspecified) | -1%
C=C[C@@]1(C)CC(=O)[C@@]2(O)[C@@]3(C)[C@@H](O)CCC(C)(C)[C@@H]3[C@H](OC(=O)CCN(C)C)[C@H](OC(C)=O)[C@@]2(C)O1 | 16%
CC1(C)Cc2c(C#N)c(OCC(=O)c3ccc(Cl)cc3)nc(-c3ccco3)c2CO1 | -3%
O=c1ccc2ccc(OCc3nnc(-c4ccccc4Br)o3)cc2o1 | 7%
O=C(C1CC1)N1CCc2cc(Br)cc(S(=O)(=O)NCCN3CCOCC3)c21 | -5%
CC(C)C(c1nnnn1CCc1ccccc1)N1CCN(C(=O)c2ccco2)CC1 (stereo unspecified) | -1%
CC1(C)CC(O)C(CCC(O)c2ccccc2)C(C)(C)N1 (stereo unspecified) | 19%
CC1CCN(C(=O)c2cccc(S(=O)(=O)N3CCCCC3)c2)CC1 | -1%
c1cncc(-c2nnc3n2CCC3)c1 | 0%
CCOc1ccc2[nH]c(=O)c(CN(CCO)C3(c4nnnn4C4CCCCC4)CCCCC3)cc2c1 | -4%
CCCOC(=O)c1ccc(NC(=O)c2ccoc2C)cc1 | 6%
O=C(c1ccco1)N1CCN(C/C=C/c2ccccc2)CC1 | -2%
COc1cccc(-n2nnc3c(=O)n(Cc4cccc(C)c4)cnc32)c1 | 10%
O=C(CSc1n[nH]c(-c2cccs2)n1)NCc1cccs1 | 0%
O=C1Nc2cc(Cl)ccc2C1(N1CCNCC1)C(F)(F)F (stereo unspecified) | -6%
Cn1nnnc1SCCNCc1cccnc1 | -2%
CCN(CC)C(=O)c1ccc(C)c(Br)c1 | -3%
COc1ccc(CCNc2cc(=O)[nH]c(N)n2)cc1 | -7%
CC(C)c1cc(C(F)(F)F)n2nc(C(=O)Nc3ccc4c(c3)OCO4)cc2n1 | 12%
COc1ccc(Br)cc1-c1noc(-c2ccccc2)n1 | -4%
C=CCNC(=O)c1ccccc1NC(=O)Nc1ccccc1 | -6%

An excerpt; the hit share may differ from the screen's.
